sgs1 mgt1: NCI yeast anticancer drug screen, S. cerevisiae sgs1 mgt1 strain; % growth inhibition at 50 µM; 78,000 tested, 10% active;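 also: 0% = growth of vehicle-only cultures of the same strain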
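Read-out: growth inhibition vs vehicle controls. Cells: mutant yeast strain deficient in DNA damage repair.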
yeast mec2-1: NCI yeast anticancer drug screen, S. cerevisiae mec2-1 strain. % growth inhibition at 50 µM. 79,000 tested, 9% active;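 also: 0% = growth of vehicle-only cultures of the same strain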
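Each compound was tested on mec2-1 yeast, a strain altered in DNA damage repair or cell cycle control. Growth inhibition is reported relative to vehicle.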
yeast mlh1 rad18: NCI yeast anticancer drug screen, S. cerevisiae mlh1 rad18 strain | 79,000 tested, 11% active | growth inhibition, % at 50 µM;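 also: 0% = growth of vehicle-only cultures of the same strain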
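Read-out is yeast growth inhibition, calculated against vehicle-only controls. The compound was applied to a strain engineered with DNA damage repair alterations.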
yeast rad50: NCI yeast anticancer drug screen, S. cerevisiae rad50 strain; % growth inhibition at 50 µM; 79,000 tested, 10% active;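 also: 0% = growth of vehicle-only cultures of the same strain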
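Growth of the mutant yeast was measured after compound exposure and referenced to vehicle-treated cultures.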
cln2 rad14: NCI yeast anticancer drug screen, S. cerevisiae cln2 rad14 strain; % growth inhibition at 50 µM; 78,000 tested, 8.3% active;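 also: 0% = growth of vehicle-only cultures of the same strain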
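cln2 rad14 yeast strain; compound exposure; growth inhibition read vs vehicle controls.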
yeast bub3: NCI yeast anticancer drug screen, S. cerevisiae bub3 mutant strain; growth inhibition, % at 50 µM; 78,000 tested, 9.9% active; AID 167;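 also: 0% = growth of vehicle-only cultures of the same strain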
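Inhibition values come from growth of compound-treated mutant yeast normalised to vehicle-treated controls.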
The depositor's hits bear a star; & = joins results of further samples. Rule as the data show it: active = growth inhibition above about 70%; inactive = the rest.

canonical_smiles,sgs1 mgt1,yeast mec2-1,yeast mlh1 rad18,yeast rad50,cln2 rad14,yeast bub3
CN(C(=O)c1cccs1)C(=S)N1CCN(c2ccccn2)CC1,-2,-58,-30,-84,-12,-8
Cn1c2ccccc2c2c3c(ccc21)C(=O)c1ccccc1C3=O,7,-4,-2,7,-63,8
OCCN1CCN(C2=Nc3cccnc3Nc3cscc32)CC1,-23,-1,-9,-41,-10,-5
N#Cc1ccc(OCc2nc(N)nc(N)c2-c2ccc(Cl)cc2)cc1,-16,5,15,-4,-10,21
CCOC1(OCC)CS(=O)(=O)C1c1ccccc1 (centres undefined),2,-10,-19,-1,-26,13
O=c1oc2nc(-c3ccccc3)[nH]c(=O)c2c(O)c1-c1ccccc1,13,14,37,13,6,21
NC1=C(O)C(=O)C(c2ccc(C3OC(N)=C(O)C3=O)cc2)O1 (centres undefined),-19,-18,-4,-8,0,-28
O=S(=O)(c1ccc(Cl)c(Cl)c1)N(c1cccc(C(F)(F)F)c1)S(=O)(=O)c1ccc(Cl)c(Cl)c1,-22,-20,-14,-2,7,2
CCc1cc(-c2cc(CC)on2)no1,-12,-15,1,-3,-1,-19
Cc1cccc(C)c1NC(=O)C(=O)CC(=O)CO,14,-18,-6,-9,11,21
O=[N+]([O-])c1cccc(C2=NON(c3ccccn3)C3C=CC=CN23)c1 (centres undefined),24,-3,52,9,16,0
NC(=O)C(N)CC12CC3CC(CC(C3)C1)C2 (centres undefined),-11,-18,-5,-6,18,11
CN=C1Nc2ccccc2C(=O)N2CSCC12 (centres undefined),-16,3,6,-3,-12,-33
CCCCCCCCN(CCCCCCCC)C(=O)C(C)O (centres undefined),98*,89*,94*,99*,82*,98*
CCN(CC)c1nc(NNS(=O)(=O)c2ccc(N)cc2)nc(N(CC)CC)n1,35,-5,40,10,0,20
Cn1ccnc1SC(=O)C(Cl)(c1ccccc1)c1ccccc1,-1,6,5,-13,-18,0
CCOC(=O)c1sc(N)nc1C(F)(F)F,-18,7,-14,-28,-42,-5
CCCCCC1CCC(OC(=O)NC)CC1 (centres undefined),-1,10,-7,2,-20,25
O=c1/c(=c2\c(=O)c3cccc4cccc2c43)c2cccc3cccc1c32,0,25,-18,-10,-34,-9
NC(Cc1ccc(S(=O)(=O)O)cc1)C(=O)NC(Cc1ccc(S(=O)(=O)O)cc1)C(=O)NC(Cc1ccc(S(=O)(=O)O)cc1)C(=O)NC(Cc1ccc(S(=O)(=O)O)cc1)C(=O)O (centres undefined),5,6,9,-6,-2,6
COC(=O)c1nnn(-c2ccc(S(N)(=O)=O)cc2)c1N,54,20,65,37,19,-4
CSCc1cc(C)ccc1NC(C)=O,-1,-8,11,0,-16,-13
NC(N)=NCCCS,14,11,7,12,-8,4
CCCCCCCCCCCCCCCC[N+](C)(C)CCCCCC(=O)OC,99*,99*,99*,99*,97*,99*
COC1OC(CBr)C(OC(=O)c2ccccc2)C(OC(C)=O)C1OC(C)=O (centres undefined),-12,-5,-23,-24,11,-2
COc1ccc2c(c1)OCCCO/N=C(\c1ccccc1)c1ccc(OC)cc1OCCCO/N=C/2c1ccccc1 (tested in a mixture with another compound),9,-7,-23,-17,22,-5
Cc1ccc(C)c(CCCCS(=O)(=O)O)c1,-6,-8,-8,-28,-40,1
N#C/C(=C\NC(N)=S)C(=O)c1ccc2ccccc2c1,-26,-21,-11,-14,28,1
O=C(Nc1cccc(Cl)c1)c1ccc([N+](=O)[O-])cc1,-13,-11,-1,-9,-27,-7
O=C(O)C1C=CCN1C(=O)C1C=CCN1C(=O)C1C=CCN1 (centres undefined),-26,-39,-32,-69,0,0

Reprinted from the part before: 2 compounds, followed by the next part.
canonical_smiles,sgs1 mgt1,yeast mec2-1,yeast mlh1 rad18,yeast rad50,cln2 rad14,yeast bub3
O=C(Nc1cccc(Cl)c1)c1ccc([N+](=O)[O-])cc1,-13,-11,-1,-9,-27,-7
O=C(O)C1C=CCN1C(=O)C1C=CCN1C(=O)C1C=CCN1 (centres undefined),-26,-39,-32,-69,0,0
CC(=O)N(/N=C\c1ccc([N+](=O)[O-])cc1)c1ccccc1,-1,-6,23,13,8,-3
ClC(c1ccccc1)c1ccccc1,-5,-17,5,3,-9,-8
CCOC(=O)c1[nH]c(Cc2[nH]c(C)c(C)c2C(=O)OCC)c(C(=O)OCC)c1C,-3,-8,-12,0,3,-12
Cc1cc(C)c(C(=O)Cc2ccccc2)c(C)c1,20,16,9,18,12,11
COC(=O)C(CC(C)C)NC(=O)NC12CC3CC(CC(F)(C3)C1)C2 (centres undefined),-12,-23,6,-3,8,-21
Cc1cn(C2CC(Br)C(COC(c3ccccc3)(c3ccccc3)c3ccccc3)O2)c(=O)[nH]c1=O (centres undefined),98*,98*,98*,98*,97*,96*
CCN(CC)c1nc(C(N)=O)c([N+](=O)[O-])c(N(CC)CC)n1,14,-3,0,-10,-14,-18
CCC1=C(C)/C(=C/c2[nH]c(C(Br)Br)c(CC)c2C)N=C1C(Br)Br,26,45,46,31,75*,49
C[S+]1CC2C3CC(C#N)C(C3)C2C1 (centres undefined),3,11,17,2,-28,-2
CC(=O)CC(=O)Nc1ccc(Cc2ccc(NC(C)=O)cc2)cc1,10,10,22,8,6,3
CCCCCCCCC[n+]1cccc(C(=O)c2ccccc2)c1,73*,25,73*,52,4,83*
Brc1ccc(-c2cc(-c3cccs3)cc(-c3ccccc3)n2)cc1,16,-14,3,-2,-2,11
O=[N+]([O-])c1cccc(Cc2nc3ccccc3nc2-c2ccccc2)c1,14,18,38,35,4,49
CCCCCCCCCC1OC(C)CC(C)O1 (centres undefined),0,17,23,21,-30,3
Cc1ccc2c(c1)Cc1cc(C)ccc1-2,14,12,19,25,8,31
Cc1onc(-c2ccccc2)c1C(=O)N/N=C/c1cc(Cl)cc(Cl)c1O,91*,88*,85*,81*,84*,88*
CCOc1c(-c2ccccc2)c(=O)n2c3ccccc3n(CC)c2c1C#N,-6,-8,-13,-15,-13,-36
COc1ccc(-c2ccc(C(C)=O)cc2)cc1,9,16,-9,18,-22,4
Nc1cc(N)nc(NCCCC(N)C(=O)O)n1 (centres undefined),-12,1,0,12,-78,-13
Cc1cc(/C=C2\SC(=S)NC2=O)cc(C)c1O,25,1,14,2,13,23
CC(C)N(C(=S)/N=C1/SC(C)S(=O)(=O)N1C)C(C)C (centres undefined),-6,14,5,-5,-4,-11
Clc1ccccc1C(Cc1c(Cl)cccc1Cl)Cn1ccnc1 (centres undefined),100*,100*,100*,100*,99*,100*
O=c1c2c3c(sc2nc2n1N=CN(c1ccc(F)cc1)C2)CCCC3,2,-2,-6,5,-8,-1
CSCCC(NC(=O)NS(=O)(=O)c1ccc(C)cc1)C(=O)O (centres undefined),-2,-16,10,-4,20,6
CC1(C(Cl)(Cl)Cl)C=CC(O)(C#CC2(O)C=CC(C)(C(Cl)(Cl)Cl)C=C2)C=C1 (centres undefined),98*,98*,98*,94*,96*,95*
CCN=C1Nc2ccccc2-n2c(nn3nc4ccccc4c23)N1CC,-42,-26,-52,-13,-24,-41
COc1ccc2c(c1)CCCN1CCc3ccccc3C21 (centres undefined),0,-22,10,-33,15,-7
Cc1ccc(NC(=O)C(=O)C2C(=O)C3=C(CC2(C)C)NC2C=CC=CC2S3)c(C)c1 (centres undefined),2,2,1,3,-23,-5
FC(F)(F)c1ccc(Cl)c(NC(=S)SC2CCCCC2)c1,99*,99*,98*,99*,98*,99*
O=C(O)C(CCC1CCC=CCC1)C(=O)O,-9,-7,-7,-14,-2,6
CCOc1nc(N)nc(C)c1N=Nc1ccc(Cl)cc1Cl,22,17,45,73*,36,74*
O=Cc1cc2c(cc1-c1c(C=O)ccc3c1OCO3)OCO2,47,27,27,58,19,31
CCOC(=O)C1(Cc2ccccc2)Cc2cc3c(cc2C1=O)CCC3 (centres undefined),-17,-3,-27,-12,-37,34
COc1cccc(/C=N/NC(=O)c2c(-c3ccccc3)noc2C)c1O,89*,84*,82*,85*,83*,86*
CCOc1ccc2nc3cc(Cl)ccc3[n+](C)c2c1,83*,87*,87*,85*,73*,84*
Nc1ccc2nc(Nc3ccc(Cl)c(Cl)c3)cnc2c1,88*,87*,81*,86*,87*,84*
CC(COc1ccccc1)N(CCCl)Cc1ccccc1 (centres undefined),-1,11,2,3,-43,38
CC(=O)Nc1ccc(NC(=S)Nc2ccc(NC(C)=O)cc2)cc1,-2,15,14,92*,-5,1
C=CCOC(=O)c1ccccc1O,-13,-12,13,13,-1,-21
COC(=O)CC1(O)C=CC(=O)c2ccccc21 (centres undefined),-4,-7,-6,2,-26,44
NNS(=O)(=O)c1ccccc1,-13,0,13,-2,-40,12
O=S(=O)(c1ccccc1)c1ccccn1,-20,-13,-22,-13,6,4
COC(=O)C1CCC(=O)N1C(c1ccc(OC)cc1)c1ccc2c(c1)OCO2 (centres undefined),11,21,34,0,12,32
Cc1ccccc1C(c1ccccc1C)C(CC(=O)O)CC(=O)O,11,14,-3,12,-102,5
CC1CCC(C(=O)O)N1 (centres undefined),2,6,7,30,4,-3
CCCCCCCCCCCCC/C=C/CC(CC(=O)Nc1ccc(-n2c(=O)cc(C)n2C)cc1)C(=O)O (centres undefined),13,-24,6,4,21,21
O=C(Cn1c(=O)oc2ccc(C(=O)c3cccc(Cl)c3)cc21)c1ccccc1,-21,-3,-28,-47,-20,11
O=[N+]([O-])c1ccn(O)c(=NCc2ccccc2)c1,10,6,51,-3,-27,9
Cc1ccc(NC(=O)c2ccccc2Cl)cc1,-13,-4,6,12,-42,-6
O=[N+]([O-])c1ccccc1C1CN=NN1c1ccccc1 (centres undefined),38,18,25,-1,-11,86*

(continued)
canonical_smiles,sgs1 mgt1,yeast mec2-1,yeast mlh1 rad18,yeast rad50,cln2 rad14,yeast bub3
O=C1C2C3C=CC(C3)C2C(=O)N1O (centres undefined),11&7,-8&-8,18&11,24&18,11&10,3&25
c1cc2c(c3c1CCCC3)CCCC2,-10,-22,-20,-26,-24,-2
O=S(c1ccccc1)c1ccccc1,-2&-27,-23&-24,4&-14,2&-14,-11&10,-19&-13
CN(C)c1ccc(/C=C/C(=O)/C=C/c2ccc(N(C)C)cc2)cc1,-14,-2,-9,-14,8,-12
Cc1cccc(C)c1C,10,-5,-15,5,-3,-1
CSc1nc(NC2OC(CO)C(O)C(O)C2O)c(C(C)=O)c(=O)n1C (centres undefined),9,-5,8,8,5,-23
O=C(O)c1ccccc1NSc1ccccc1[N+](=O)[O-],17,18,22,16,29,15
CSc1nccn[n+]1C,24,18,41,43,20,18
C#CCOC(=O)c1ccccc1O,17,3,12,15,13,17
CN(C)c1nc(Cl)cc2nc(Cl)cn12,2,6,0,0,0,-8

By substructure: those above with two or more sulfur atoms (seven)
canonical_smiles,sgs1 mgt1,yeast mec2-1,yeast mlh1 rad18,yeast rad50,cln2 rad14,yeast bub3
CN(C(=O)c1cccs1)C(=S)N1CCN(c2ccccn2)CC1,-2,-58,-30,-84,-12,-8
O=S(=O)(c1ccc(Cl)c(Cl)c1)N(c1cccc(C(F)(F)F)c1)S(=O)(=O)c1ccc(Cl)c(Cl)c1,-22,-20,-14,-2,7,2
NC(Cc1ccc(S(=O)(=O)O)cc1)C(=O)NC(Cc1ccc(S(=O)(=O)O)cc1)C(=O)NC(Cc1ccc(S(=O)(=O)O)cc1)C(=O)NC(Cc1ccc(S(=O)(=O)O)cc1)C(=O)O (centres undefined),5,6,9,-6,-2,6
Cc1cc(/C=C2\SC(=S)NC2=O)cc(C)c1O,25,1,14,2,13,23
CC(C)N(C(=S)/N=C1/SC(C)S(=O)(=O)N1C)C(C)C (centres undefined),-6,14,5,-5,-4,-11
CSCCC(NC(=O)NS(=O)(=O)c1ccc(C)cc1)C(=O)O (centres undefined),-2,-16,10,-4,20,6
FC(F)(F)c1ccc(Cl)c(NC(=S)SC2CCCCC2)c1,99*,99*,98*,99*,98*,99*

Next results:
canonical_smiles,sgs1 mgt1,yeast mec2-1,yeast mlh1 rad18,yeast rad50,cln2 rad14,yeast bub3
C1=C/CCC2OC2CC/C=C/CC/1 (centres undefined),-25,-55,-4,-10,12,-29
O=C1c2ccccc2C(=O)N1/N=[N+](\[O-])N1Cc2ccccc2C1,24,28,28,18,-18,8
O=C(O)[C@@H]1C2CC([C@@H]1C(=O)O)[C@H](N1C(=O)CCC1=O)[C@@H]2Br (some centres undefined),-19,-50,2,5,-30,-13
CCOC(=O)Nc1ccc(F)c(C(F)(F)F)c1,9,4,-4,-8,-52,12
O=C1C2Cc3ccccc3CN2C(=O)N1CN1CCN(CN2C(=O)C3Cc4ccccc4CN3C2=O)CC1 (centres undefined),-17,0,-6,-13,-11,-29
Cc1[nH]c2ccccc2c1/C=C1/CCCCCCC1=O,97*,94*,97*,94*,92*,94*
CC(=O)N(C(C)=O)C(CS)C(=O)O (centres undefined),3,-12,3,4,15,9
